Pf Dd2 growth – qHTS Primary assay for Inhibitors of Plasmodium falciparum Dd2 growth in vitro | P. falciparum Dd2 growth, SYBR Green, 72 h | Potency, µM (titrated, usually from 28.9 µM), for the others: top-dose activity, negative = inhibition, hits mostly inhibitors | 120,000 compounds, 4.3% hits | AID 1347417, 2020; active = well fitted inhibition curve with a large enough effect; inconclusive = small, poorly fitted or top-dose-only effect; inactive = no such curve, though single readings can be large or run the other way;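 also: plate controls were DMSO vehicle for no effect and reference drug for full effect; nearly all actives have a fitted effect of over 65% in size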
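Readout: SYBR Green fluorescence, 485 nm excitation, 535 nm emission, after ~16 h lysis at 37C. Before that, Dd2-infected red cells (2.5% hematocrit) grew 72 h with compound, 29 uM top final concentration.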
The depositor's hits bear a star; i = inactive; ? = inconclusive; [ ] = remark or other dose. Potency is read from the fitted curve at half-maximal effect.

Start of the data: the first 3 compounds as a preview:
SMILES	Pf Dd2 growth
CC1CCN(CC2CCN(C(=O)NCc3ccc(F)cc3)CC2)CC1	-11%
COCc1nc(C2CCCN(C(=O)c3ccc(C)s3)C2)no1 (configuration not stated)	26%
COCCNc1nc2c(c(=O)n(Cc3cccc(Cl)c3)c(=O)n2C)n1C	?

The whole of this part, previewed entries included:
SMILES	Pf Dd2 growth
CC1CCN(CC2CCN(C(=O)NCc3ccc(F)cc3)CC2)CC1	-11%
COCc1nc(C2CCCN(C(=O)c3ccc(C)s3)C2)no1 (configuration not stated)	26%
COCCNc1nc2c(c(=O)n(Cc3cccc(Cl)c3)c(=O)n2C)n1C	?
COCCCNC(=O)N1CCCCCCNC(=O)[C@@H]2C[C@@H](c3nc(-c4cccnc4)no3)C[C@@H]21	i
CC(C)CCN1CCC(C2CCN(Cc3cccnc3)CC2)C1 (configuration not stated)	?
FC(F)(F)Oc1ccc(-c2cnc([C@@H]3COCCN3Cc3ccncc3)[nH]2)cc1	i
CCc1ccc(NC(=O)CSc2nc3c(c(=O)[nH]2)CN(Cc2ccc4c(c2)OCO4)CC3)cc1	96%[activator]
COc1cccc(CNc2nc3ccccc3c3nc(-c4cccc(C)c4)nn23)c1	i
CC(=O)NC1CC2(CCN(C(=O)CCCNC(=O)OC(C)(C)C)CC2)Oc2ccccc21 (configuration not stated)	i
CCOC(=O)c1cccc(NC(=O)C(C)n2nc(C)c3c(C)n(-c4ccccc4)nc3c2=O)c1 (configuration not stated)	-1%
COCc1cn(C[C@H]2C[C@@H]3CCN2C[C@@H]3C(=O)N2CCCC2)nn1	16%[44.1 µM]
COCCN(C)C[C@@H]1CN(C(=O)c2sccc2Cl)C[C@@H]1CO	-17%
CC(C)N1C(=O)C(CC(=O)N2CCCC2)=C2CCCCC21 (configuration not stated)	9%
N#Cc1ccc(CN2CCC3(CC2)CN(c2ccncn2)CC3CO)cc1 (configuration not stated)	-13%
CCCC(C)N1CC2(CCN(C(=O)c3cc(Cl)ccc3C)CC2)OC1=O (configuration not stated)	-14%
CCc1cccc(NC(=O)Cn2nc3c4cc(F)ccc4n(Cc4cccc(C)c4)cc-3c2=O)c1	81%[activator]
CC(=O)c1cccc(NC(=O)O[C@@H]2CO[C@H]3[C@@H]2OC[C@@H]3Nc2nccc(-c3cccc(F)c3)n2)c1	?
O=C(Nc1ccc2c(N3CCCC3)ncnc2c1)c1cccc(F)c1	2µM*
CC(C)C1CN(C(=O)c2nccn2C)CCC(=O)N1Cc1ccc(F)cc1 (configuration not stated)	-12%
Cc1cc(C)cc(-n2cnc3cc(C(=O)NC4CCCCCC4)ccc32)c1	-2%

Copied from the list:
COCCN(C)C[C@@H]1CN(C(=O)c2sccc2Cl)C[C@@H]1CO in Pf Dd2 growth = -17%
N#Cc1ccc(CN2CCC3(CC2)CN(c2ccncn2)CC3CO)cc1 (configuration not stated) in Pf Dd2 growth = -13%
CCc1ccc(NC(=O)CSc2nc3c(c(=O)[nH]2)CN(Cc2ccc4c(c2)OCO4)CC3)cc1 in Pf Dd2 growth = 96%[activator]

Continuation:
SMILES	Pf Dd2 growth
Cc1nc2c3ccccc3nc(NNC(=O)CCC(=O)N3CCN(c4cccc(Cl)c4)CC3)n2n1	-8%
COc1ccc(C2=C(C)C(=O)N(Cc3ccc(C(=O)NC(C)c4ccccc4)cc3)S2(=O)=O)cc1 (configuration not stated)	?
Cc1ccc2ncc3c(-c4ccccc4)nn(CC(=O)NC4CCCCC4)c3c2c1	21%
COc1ccc(-c2nc(C(=O)NC3CC3)n3ccccc23)cc1	11µM*
O=C(Cn1cccc1-c1nc(-c2ccc(F)cc2)no1)Nc1ccc(Cl)cc1	144%[activator]
CCOc1ccc(CCNC(=O)c2nn(C)c3c2CSc2ccccc2-3)cc1	10%
CN1C(=O)c2cccn2CC1CNC(=O)c1ccccc1 (configuration not stated)	12%
O=C(Nc1ccc(F)cc1F)N1CCC(CCNC(=O)C2(c3ccccc3)CC2)CC1	-24%
Cn1ccnc1CN[C@@H]1C[C@H](CO)[C@@H](O)[C@H]1O	15%[44.1 µM]
O=C(CCn1ccc(=O)[nH]c1=O)N1CCC(c2[nH]ncc2-c2ccccc2)CC1	9%
COc1ccc(CCN2CC(NC(=O)c3csc(C)n3)CC2=O)cc1 (configuration not stated)	4%
O[C@H]1CC[C@@H](Cc2cc(-c3ccc(F)cc3)on2)O[C@@H]1CNC1CCNCC1	-20%[44.1 µM]
COc1ccc(CNC(=O)Cn2c(-c3ccc(F)cc3)nc(C)cc2=O)cc1OC	i
Cc1ccc(Nc2nc3ccc(C(=O)c4ccccc4)cc3n3c(C)nnc23)c(C)c1	i
O=C1NC(C(=O)Nc2ccccc2F)Cn2cccc21 (configuration not stated)	24%
COc1cccc(CN2C[C@@H]3C(=O)N(CCN4CCc5ccccc5C4)C(=O)[C@@H]3C2)c1	?
COCc1nnc2n1CCC(NC(=O)c1ccoc1)CC2 (configuration not stated)	24%
COc1cc(OC)cc(C(=O)N2CC(=O)Nc3ccc(Cl)cc3C2c2ccccc2)c1 (configuration not stated)	-29%
Cc1cccc(N2CCN(C(=O)c3c(C)oc4ncnc(N5CCOCC5)c34)CC2)c1C	i
Cn1ccnc1C(=O)N1CCC2(CC1)CC(N(Cc1ccccc1)C1CC1)CCO2 (configuration not stated)	?
O=C(N[C@@H]1CN(Cc2cccc(F)c2)C[C@H]1CO)c1ccccc1	i
O=C(c1nc(-c2cccc(C(F)(F)F)c2)c2cnccn12)N1CCCC1	?
Fc1ccc(-c2nc3nccc(-c4ccsc4)n3n2)cc1Cl	-7%
O=C(c1cccc(Cn2cccn2)c1)N1CCCC(OCc2cccnc2)C1 (configuration not stated)	20%
CC(=O)NCCNC(=O)[C@@H]1Cc2cn(Cc3c(C)noc3C)c3cccc(c23)[C@H](CC(C)C)N1	?
CC(=O)NCCc1ncc(C)n1C1CCCCC1	-24%
CN(C)c1ccc(CN[C@H]2CC(C)(C)[C@@H]3C[C@@](C)(O)CC[C@]23CCC(=O)NCCc2c[nH]c3ccccc23)cc1	-5%
CN1CCCCCCN(C(=O)NC2CCCCC2)CCC1=O	2%
Nc1nonc1C(=O)NCCNCc1ccccc1F	5%
CCc1nc(SC)ncc1C(=O)N1CCN(c2cc(C)ccc2C)CC1	i
CC1CCN(c2ncncc2-c2nc(-c3ccccc3)no2)CC1	?
CCC(C)NC(=O)Cn1nc2c(cc1=O)CCCCC2 (configuration not stated)	-17%
COc1cccc(-n2cc(C(=O)Nc3cc(OC)c(OC)c(OC)c3)c3ccccc3c2=O)c1	-20%
O=C(CCCn1ccnc1)N[C@@H]1COCC[C@@H]1OCc1cscn1	1%
Cc1cn2nc(C(=O)N3CCC(NC(=O)Cc4ccc(Cl)cc4)CC3)cc2c(=O)[nH]1	2.5µM*
COc1ccc(NC(=O)c2cccn(Cc3ccc(Cl)cc3)c2=O)c(OC)c1	-26%
O=c1c2nc(-c3cccc(O)c3)ccc2ncn1Cc1ccccn1	?
CC1=C(C(=O)N(C)C)C(c2ccc(Cl)cc2)N2C(CC(=O)NCC3CCCO3)=CSC2=N1 (configuration not stated)	?
Fc1ccc(CNC2(Cc3cc(-c4ccccn4)on3)COC2)cc1	?
COCc1nc2nccc(-c3ccccc3)n2n1	12%
COc1ccc(C2C(C(=O)Nc3ccc(C)cc3C)=C(C)Nc3nc(SCc4cccc(C)c4)nn32)c(OC)c1 (configuration not stated)	24%
CCc1ccc(OCc2nc(-c3ccc(OC)c(OC)c3)no2)c(Br)c1	41%[activator]
COc1ccc(-c2nc(C3CC(=O)N(c4ccc(F)c(Cl)c4)C3)no2)cc1 (configuration not stated)	32%[activator]
COc1cccc(Cn2c(=O)n(Cc3ccccc3)c(=O)c3c2c2cc(OC)ccc2n3C)c1	12%
CC1CCN(CCCNC(=O)CN2C(=O)CSc3ccc(S(=O)(=O)N4CCC(C)CC4)cc32)CC1	8.9µM*
Cc1cc2ccccc2n1-c1ccc(C(=O)N2CCC(C(=O)NCc3ccccc3Cl)CC2)s1	-27%
COc1ccccc1-c1nc2nccc(-c3ccsc3)n2n1	i
CC(C)(C)CCN1CC(Oc2cccc(C(=O)N3CCOCC3)c2)C1	?
CC(C)c1ccccc1NC(=O)Cn1cccc1-c1nc(-c2ccccc2)no1	?
CN1CCC(N[C@H]2CC(C)(C)[C@@H]3C[C@@](C)(O)CC[C@]23CCC(=O)N2CCOCC2)CC1	11%

Next part
SMILES	Pf Dd2 growth
Cc1ccc(OCCC2CCN(C(=O)CC(F)(F)F)C2)cc1 (configuration not stated)	-23%
CCOc1ccc(NC(=O)N2CCN(C)C3(CCC(=O)N(C)CC3)C2)cc1 (configuration not stated)	8%
CN(C)C(=O)C1CCc2nnc(C3CCN(C(=O)Nc4ccc(Cl)cc4)CC3)n21 (configuration not stated)	22%
CCOC(=O)c1c(-c2ccccc2)csc1NC(=O)c1cc(-c2cccc(Cl)c2)on1	9%
O[C@@H]1C[C@@H](c2nc(-c3ccc(F)cc3)no2)N(CC2CCCCC2)C1	i
Cc1cc(C)n(CCC(=O)N2CC(Oc3cccc(-c4nc(-c5ccccc5)no4)c3)C2)n1	-8%[5.79 µM]
CC1CCC(NC(=O)CN2C(=O)NC3(CCCCC3)C2=O)CC1 (configuration not stated)	22%
O=C(c1cccc(F)c1)N1CCCC(Cc2noc(-c3ccccc3)n2)C1 (configuration not stated)	27%
COCc1noc([C@@H]2CN(C(=O)Cc3ccccc3)C[C@H]2CO)n1	i
Cn1nc(C(=O)NC[C@@H]2C[C@H](F)CN2)cc1-c1cccs1	-9%
COc1ccc(-c2cc(C(=O)NCc3cc(OC)c(OC)c(OC)c3)[nH]n2)cc1	-46%
Cn1cccc1CN1CCC2(CN[S+](=O)([O-])c3cccnc3O2)C1 (configuration not stated)	5%
COc1cc([N+](=O)[O-])ccc1NC(=O)N1CCC2(CC1)Nc1ccccc1-n1cccc12	?
CN(CC1CCOC1)S(=O)(=O)c1ccccc1C(F)(F)F (configuration not stated)	17%[5.79 µM]
CC(C)N1C[C@H](O)C[C@H]1c1nc(-c2ccc(C(F)(F)F)cc2)no1	-14%[44.1 µM]
CCCCNC(=O)C1CCN(c2nc3ccccc3nc2C(F)(F)F)CC1	-12%
Cc1oc2ncn(C)c(=O)c2c1C(=O)NC(C)c1ccccc1 (configuration not stated)	i
CCOc1ccc(C(C)NC(=O)C2CCCN(c3cnc4nccnc4c3)C2)cc1 (configuration not stated)	?
CCO[C@H]1CN(C(=O)Cc2nc(C)sc2C)C[C@@H]1O	0%
O=C(NCCc1nc2ccccc2[nH]1)C1CC(=O)N(c2n[nH]c3ccccc23)C1 (configuration not stated)	i

6 entries picked at random from those above, as already listed:
SMILES	Pf Dd2 growth
CN(CC1CCOC1)S(=O)(=O)c1ccccc1C(F)(F)F (configuration not stated)	17%[5.79 µM]
Cc1oc2ncn(C)c(=O)c2c1C(=O)NC(C)c1ccccc1 (configuration not stated)	i
Cn1cccc1CN1CCC2(CN[S+](=O)([O-])c3cccnc3O2)C1 (configuration not stated)	5%
CC(C)N1C[C@H](O)C[C@H]1c1nc(-c2ccc(C(F)(F)F)cc2)no1	-14%[44.1 µM]
CCCCNC(=O)C1CCN(c2nc3ccccc3nc2C(F)(F)F)CC1	-12%
COc1cc([N+](=O)[O-])ccc1NC(=O)N1CCC2(CC1)Nc1ccccc1-n1cccc12	?

Screening results (PubChem)

Only part of the results is shown; the hit share may differ from the screen's.
